Screening data as filed in PubChem.
PMI act hi M6P: increases human PMI activity with near-saturating mannose 6-phosphate; coupled PMI enzyme assay, resazurin fluorescence, 20 min; active compounds read high; 1 = untreated enzyme, 0 = substrate-free blank; activation factor at 20 µM; 190,000 tested, 0.34% active;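 active = activation factor of 2 or more at 20 µM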
Target sequence (P34949 whole entry, looked up): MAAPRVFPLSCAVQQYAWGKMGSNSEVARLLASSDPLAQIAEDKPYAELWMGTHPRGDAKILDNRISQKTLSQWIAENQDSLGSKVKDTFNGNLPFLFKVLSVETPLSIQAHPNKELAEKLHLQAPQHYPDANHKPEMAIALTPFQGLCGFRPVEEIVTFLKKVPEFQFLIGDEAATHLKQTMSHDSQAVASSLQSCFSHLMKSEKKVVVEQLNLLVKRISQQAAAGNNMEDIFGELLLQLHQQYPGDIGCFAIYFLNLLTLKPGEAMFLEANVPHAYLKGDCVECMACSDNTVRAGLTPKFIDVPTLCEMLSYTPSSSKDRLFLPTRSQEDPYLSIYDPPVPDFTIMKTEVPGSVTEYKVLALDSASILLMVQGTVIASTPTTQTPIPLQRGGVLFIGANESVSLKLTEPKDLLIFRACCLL
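Test system: human phosphomannose isomerase with PGI, G6PDH, diaphorase coupling enzymes; Amount: PMI at 15 ng/mL final; Reagent: Mannose-6-phosphate 1.0 mM (near-saturating) plus 0.22 mM NADP+; Timing: 20 min, room temperature; Technique: resorufin fluorescence at Ex 544/Em 590 nm; Dosing: 20 µM single dose.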
SRC2 TRFRET art: counter-screen for PPARgamma SRC-2 recruitment agonists: TR-FRET artefact; active compounds read high; TR-FRET ratio at 8 µM; 200,000 tested, 0.4% active; AID 1049; in the data active = TR-FRET ratio above about 2000; note: inactives centre near 1500
ROMK mod: modulators of human ROMK potassium channel. P48048. Tet-inducible ROMK, thallium flux fluorescence; actives lie on both sides. B-score at 10 µM. 130,000 tested, 2% active. AID 1918;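 active = signal ratio slope over the read window, or its plate-corrected B-score, at least 3 SD from the plate mean, either direction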;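 note: B-score of the F/F0 ratio slope over 7 to 12 s after thallium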
G6PDH CS: inhibits Leuconostoc G6PDH, flagging false hits in G6PDH-based assays | Purified L. mesenteroides G6PDH, diaphorase/resazurin coupled fluorescence, 45 min | inhibition, % at 5 µM | 200,000 tested, 0.12% active | AID 1020; in the data active = inhibition above about 50%
PPARg SRC2 recr: agonists of SRC-2 recruitment by human PPARgamma; P37231; AID 1032; PPARgamma LBD-SRC-2 recruitment, biochemical; activation, % at 8 µM; 200,000 tested, 0.34% active; in the data active = activation above about 22%;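 note: 0% = vehicle and 100% = reference agonist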
PPARg SRC1 recr: agonists of human PPARgamma SRC-1 coactivator recruitment; P37231; PPARgamma-SRC-1 coactivator recruitment biochemical assay; activation, % at 8 µM; 200,000 tested, 0.41% active; AID 631; in the data active = activation above about 19%;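 note: 0% = DMSO and 100% = reference agonist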
Diaph inh CS: counter-screen for diaphorase-based assays: diaphorase inhibitors and chemical oxidizers. diaphorase resazurin-to-resorufin fluorescence, NADH, 16 min; bacterial (C. kluyveri) enzyme, not human. inhibition, % at 20 µM. 190,000 tested, 0.69% active;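 active = primary screen inhibition at 20 µM above a set limit, cut at about 50% in these data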;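 note: plate controls were DMSO with full reaction for no effect and wells lacking NADH for full effect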
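Assay system: diaphorase enzyme from Clostridium kluyveri. Quantity: enzyme working solution with 0.14 U/mL diaphorase. Schedule: reaction incubation of 16 min at room temperature. Technique: resorufin fluorescence, excitation 544 nm, emission 590 nm. Controls: No-NADH positive control and DMSO neutral control.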
PPARg SRC-3 ag: promotes SRC-3 coactivator recruitment by human PPARgamma. P37231. biochemical PPARgamma/SRC-3 coactivator recruitment assay. activation, % at 8 µM. 200,000 tested, 0.26% active. AID 731; in the data active = activation above about 23%;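 note: 0% = DMSO and 100% = reference agonist; some compounds past the cut are filed as inactive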
S1P3 antag: S1P3 (human) receptor antagonism | CHO S1P3 NFAT-BLA reporter, FRET fluorescence, antagonist mode | inhibition, % at 4.98 µM | 170,000 tested, 0.27% active;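 active = inhibition above the plate cutoff, the mean inhibition of test wells on that plate plus 3 SD, cut at about 28% in these data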;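 note: cells challenged with S1P at its EC80 of 0.8 µM; blue over green emission ratio from cleaved BLA substrate after 4 h stimulation; 0% = S1P-stimulated wells and 100% = unstimulated DMSO-only wells; some compounds past the cut are filed as inactive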
Target sequence (Q99500 whole entry, looked up): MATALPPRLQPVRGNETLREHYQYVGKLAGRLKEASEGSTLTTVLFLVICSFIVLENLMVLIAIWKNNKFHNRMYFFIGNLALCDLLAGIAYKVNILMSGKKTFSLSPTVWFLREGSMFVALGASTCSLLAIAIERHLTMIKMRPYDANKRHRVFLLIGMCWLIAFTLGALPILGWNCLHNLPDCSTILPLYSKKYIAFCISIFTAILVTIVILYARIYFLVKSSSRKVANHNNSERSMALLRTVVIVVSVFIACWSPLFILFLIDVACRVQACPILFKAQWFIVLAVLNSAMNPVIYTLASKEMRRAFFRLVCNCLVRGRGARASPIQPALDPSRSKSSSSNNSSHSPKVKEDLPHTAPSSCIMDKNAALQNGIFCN
PMI activator: activators of human phosphomannose isomerase; P34949; purified human PMI, coupled resazurin fluorescence, 20 min; active compounds read high; 1 = vehicle control, 0 substrate-free wells; activation factor at 20 µM; 190,000 tested, 0.005% active; AID 1214;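 active = activation factor of 2 or more at 20 µM, relative to plate controls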
Diaph act CS: diaphorase activation or chemical reduction counter-screen | Diaphorase/resazurin coupled assay, resorufin fluorescence, 16 min; active compounds read high; 1 = vehicle wells, 0 = NADH-free wells | activation factor at 20 µM | 190,000 tested, 0.005% active;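 active = diaphorase activity raised at least twofold by the compound at 20 µM; inactive = activation factor below 2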
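Material: Purified diaphorase enzyme from Clostridium kluyveri | Buffer or medium: 50 mM HEPES pH 7.4 with 4.542 mM MgCl2, 0.005% Tween 20 | Times: 16 min enzyme reaction, ambient temperature | Signal: Red resorufin fluorescence at 544/590 nm excitation/emission | Measure: Increased resorufin signal from activators or reducing compounds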
* hit, by the source's call; · = not tested or not shown; & = joins results of further samples.

SMILES | PMI act hi M6P | SRC2 TRFRET art | ROMK mod | G6PDH CS | PPARg SRC2 recr | PPARg SRC1 recr | Diaph inh CS | PPARg SRC-3 ag | S1P3 antag | PMI activator | Diaph act CS
CCNc1nc(OC)nc(SCC(N)=O)n1 | 1 | 1553 | · | 6 | 0 | -1 | 16 | -5 | 20 | 0.9 | 0.8
CCN1C(=O)/C(=C/c2nc3ccccc3c(=O)[nH]2)c2ccccc21 | 1 | 1558 | -0.56 | -24 | 13 | 1 | 11 | -2 | 16 | 0.9 | 0.9
O=C1Cn2c(nc3ccccc32)N1c1cccc(C(F)(F)F)c1 | 1.2 | 1444 | 2.8 | 1 | 3 | -3 | -3 | 3 | · | 1.1 | 1
CCSc1ccc(-c2nn(-c3ccccc3)cc2/C=C(/C#N)C(=O)NC)cc1 | 1 | 1522 | · | -1 | 2 | -6 | 12 | 5 | 13 | 0.9 | 0.9
Cc1ccc(C(=O)COC(=O)c2cc(Cl)nc3ccccc23)cc1C | 0.9 | 1596 | · | 1 | 8 | -2 | 15 | 5 | · | 0.9 | 0.9
CCCc1cc(=O)[nH]c(SCC(=O)N(Cc2ccccc2)C(C)C)n1 | 1 | 1567 | · | 6 | 5 | 0 | 12 | -10 | -10 | 0.9 | 0.9
OCCNc1c2ccccc2nc2c(F)c(F)c(F)c(F)c12 | 1 | 1698 | · | -13 | -4 | 7 | 17 | -2 | 0 | 1 | 0.8
O=[N+]([O-])c1ccc(Oc2cccc3cccnc23)c([N+](=O)[O-])c1 | 0.9 | 1601 | · | -1 | -5 | 8 | 20 | 2 | 6 | 1 | 0.8
O=C(CN1C(=O)NC2(CCCCCCC2)C1=O)NCc1ccc2c(c1)OCO2 | 1 | 1497 | 0.57 | 0 | 3 | 4 | 12 | -1 | · | 1 | 0.9
NS(=O)(=O)c1ccc(CCNc2ncnc3sccc23)cc1 | 1 | 1457 | · | -2 | -3 | 8 | 3 | -7 | -29 | 1 | 1
CC1CCCC(C)N1c1nnc(NC(=O)Cn2c(=O)oc3ccccc32)s1 (centres undefined) | 0.9 | 1449 | · | 9 | 4 | 8 | 7 | 0 | -3 | 0.9 | 0.9
CCc1nc(OCCN(CC)CC)c2oc3ccccc3c2n1 | 1.1 | 1484 | -0.87 | 7 | -11 | -4 | 13 | -8 | 3 | 1 | 0.9

Brought forward from above: four compounds; new compounds follow.
SMILES | PMI act hi M6P | SRC2 TRFRET art | ROMK mod | G6PDH CS | PPARg SRC2 recr | PPARg SRC1 recr | Diaph inh CS | PPARg SRC-3 ag | S1P3 antag | PMI activator | Diaph act CS
O=C(CN1C(=O)NC2(CCCCCCC2)C1=O)NCc1ccc2c(c1)OCO2 | 1 | 1497 | 0.57 | 0 | 3 | 4 | 12 | -1 | · | 1 | 0.9
NS(=O)(=O)c1ccc(CCNc2ncnc3sccc23)cc1 | 1 | 1457 | · | -2 | -3 | 8 | 3 | -7 | -29 | 1 | 1
CC1CCCC(C)N1c1nnc(NC(=O)Cn2c(=O)oc3ccccc32)s1 (centres undefined) | 0.9 | 1449 | · | 9 | 4 | 8 | 7 | 0 | -3 | 0.9 | 0.9
CCc1nc(OCCN(CC)CC)c2oc3ccccc3c2n1 | 1.1 | 1484 | -0.87 | 7 | -11 | -4 | 13 | -8 | 3 | 1 | 0.9
O=C(c1ccc(Cl)cc1)N1CCN(c2ccc(F)cc2)CC1 | 1.3 | 1593 | · | 5 | 11 | -1 | 7 | 1 | · | 1.2 | 0.9
O=C(CNC(=O)c1cccs1)OCC(=O)c1cccs1 | 1 | 1561 | -0.12 | -6 | -1 | 0 | -5 | 5 | · | 1 | 1
NNc1ccc2nnc(C(F)(F)C(F)(F)C(F)(F)F)n2n1 | 1 | 1460 | -0.16 | 8 | 4 | 7 | 7 | 2 | -18 | 1 | 0.9
CCOC(=O)C1=C(C)NC2(O)c3ccccc3C(=O)C12O (centres undefined) | 0.8 | 1578 | · | 6 | 4 | 6 | 9 | 2 | · | 0.9 | 0.9
Cc1cc([N+](=O)[O-])nn1CC(=O)NCc1cccs1 | 0.9 | 1505 | · | 5 | 4 | 5 | 2 | -4 | · | 1.1 | 1
CCC(C)(NC(=O)Cc1c[nH]c2ccccc12)C(=O)NC1CCCCC1 (centres undefined) | 1.1 | 1280 | 0.18 | -7 | 1 | -8 | -5 | 2 | 1 | 1 | 1.1
CC1CC(=O)N(CC(=O)Nc2ccc3c(c2)OCCO3)c2ccccc2S1 (centres undefined) | 1 | 1532 | · | 7 | 2 | 4 | 13 | 3 | 9 | 0.9 | 0.9
Cc1ccc(-c2cc(C(=O)N/N=C/C=C/c3ccccc3)n[nH]2)s1 | 1 | 1412 | -0.33 | -4 | 4 | -6 | 20 | -2 | 7 | 0.9 | 0.8
CCOC(=O)C1(Cc2ccccc2C(F)(F)F)CCN(C2CCN(C(C)C)CC2)CC1 | 1 | 1449 | -1.3 | 8 | 3 | 1 | 6 | 4 | -7 | 1 | 0.9
CN(C(=S)Nc1ccc(Oc2ccccc2)cc1)c1ccc(O)cc1 | 0.2 | 1708 | -0.52 | 17 | 19 | 8 | 42 | 9 | -17 | 0.4 | 0.6
CC(c1nnnn1C1CCCCC1)N(Cc1ccccc1)Cc1cccnc1 (centres undefined) | 1 | 1331 | · | -1 | -3 | -6 | 3 | -3 | -16 | 1 | 1
CC1(C)CN=c2s/c(=C\c3ccc(Cl)cc3)c(=O)n2C1 | 1.1 | 1678 | -0.98 | 7 | 2 | 1 | -14 | 5 | -3 | 1 | 1.1
C=CCNC(=O)c1ccc(-c2ccc([N+](=O)[O-])cc2)o1 | 0.9 | 1631 | · | 4 | -7 | 3 | 16 | 2 | 3 | 0.9 | 0.8
O=C(/C=C/c1ccccc1)N/C(=C\c1ccco1)C(=O)O | 1 | 1536 | 0.49 | -2 | -2 | -6 | 8 | -2 | -3 | 1 | 0.9
CC(=O)C1C(c2ccc3ncccc3c2)NC(=O)NC1(O)C(F)(F)F (centres undefined) | 1 | 1562 | · | 12 | -3 | -3 | -3 | -6 | -21 | 1 | 1
Cc1cc(C)c2c(C)nn(-c3ccccc3)c2n1 | 1 | 1625 | -1.3 | 11 | 4 | -1 | -2 | -1 | · | 1 | 1
COC(=O)CCC(=O)NC(=S)Nc1sc(C)c(C)c1C(N)=O | 0.9 | 1563 | 1.1 | 0 | 8 | 4 | 18 | -3 | -2 | 0.9 | 0.8
CCCOC(=O)c1ccc(NC(=O)/C=C/c2cccs2)cc1 | 0.9 | 1395 | -0.11 | 0 | 2 | 5 | 23 | -2 | 4 | 0.9 | 0.8
O=C1C=C(c2ccccc2)OC2(CCCC2)O1 | 1.1 | 1511 | -0.27 | 47 | 12 | 14 | 4 | 12 | -17 | 1 | 1
O=C(Nc1ccc(CN2CCOCC2)cc1)c1cccs1 | 1 | 1661 | · | 2 | 9 | 10 | 11 | 7 | 16 | 0.9 | 0.9
CCCCCn1c(=O)[nH]c2cc(C(=O)NCCCN3CCC(C)CC3)ccc2c1=O | 0.9 | 1759 | · | 5 | 6 | 10 | 5 | -10 | · | 0.9 | 0.9
CN1CCN(C2=Cc3ccccc3Sc3cc(F)c(F)cc32)CC1 | 1.1 | 1588 | 0.66 | 0 | 7 | 11 | 4 | 0 | · | 1.1 | 1
CCOc1ccc(NS(=O)(=O)c2cc(Cl)ccc2OC)cc1 | 1.1 | 1508 | · | 11 | 5 | 9 | 1 | 2 | 1 | 0.9 | 1
COC(=O)c1ccccc1NC(=O)Cc1ccccc1OC | 1.1 | 1552 | -0.72 | -1 | -9 | -5 | 7 | -8 | · | 1 | 0.9
CC(Sc1nc(-c2ccccc2)cc(C(F)(F)F)n1)C(=O)N1CCCC1 (centres undefined) | 0.8 | 1639 | · | -40 | 4 | -1 | 17 | 2 | -58 | 0.9 | 0.8
CCOC(=O)N1CCN(c2c(NCCCN(C)c3ccccc3)c(=O)c2=O)CC1 | 1 | 1609 | · | 1 | 9 | -3 | 10 | -9 | -30 | 1 | 0.9
N=c1n(CCOc2ccccc2)c2ccccc2n1CCN1CCOCC1 | 1 | 1694 | · | 4 | 1 | -1 | 12 | 3 | -4 | 1 | 0.9
Cc1nc2ccc(NC(=O)c3cc(S(=O)(=O)N4CCOCC4)ccc3C)cc2s1 | 0.9 | 1504 | 0.47 | 9 | 6 | -2 | 14 | -8 | · | 0.9 | 0.9
CCOC(=O)N/N=C(\c1ccccc1)C(O)c1ccccc1 (centres undefined) | 1.1 | 1562 | 0.13 | 2 | 1 | -3 | -2 | 5 | 9 | 1 | 1
O=C(NCCCN1CCOCC1)C1CCC(=O)N1CCc1ccccc1 (centres undefined) | 1 | 1365 | · | 1 | -4 | -4 | 14 | 13 | -10 | 1 | 0.9
NC(=O)c1cccc2cc3ccccc3cc12 | 0.9 | 1613 | -0.084 | 5 | 12 | 10 | 14 | 6 | 2 | 1.1 | 0.9
O=C(NCc1ccccc1Br)c1ccco1 | 1 | 1672 | · | -7 | 5 | 1 | 3 | 4 | 9 | 1 | 1
O=C(NC(=S)Nc1cnc2ccccc2c1)c1ccccc1 | 0.9 | 1523 | 0.58 | 3 | 6 | 4 | 2 | 2 | -28 | 0.9 | 1
Cc1ccccc1NC(=S)N(CCN(C)C)C(C)c1cccnc1 (centres undefined) | 1 | 1606 | 0.14 | 3 | 2 | -3 | 10 | -2 | -10 | 1 | 0.9
COc1ccccc1C(=O)C1Nc2ccccc2-c2nnc(SC)nc2O1 (centres undefined) | 2.5* | 1481 | · | 5 | 5 | -2 | 26 | -5 | -60 | 1.7 | 0.7
CN1CCN(CC#CC2(O)CCCCC2)CC1 | 1 | 1340 | 0.57 | 7 | 0 | -12 | 8 | 5 | -26 | 0.9 | 0.9
COc1ccc(S(=O)(=O)N2CCN(C3CCCCCCC3)CC2)cc1 | 0.9&1 | 1607&1606 | -1.2 | 4&6 | 7&3 | 4&3 | 8&12 | 2&-1 | 8 | 0.9&1 | 0.9&0.9
CCOCCOC(=O)c1[nH]c2c(c1C)C(=O)CC(c1cccs1)C2 (centres undefined) | 1.1 | 1720 | 5.7* | 5 | -6 | 3 | -10 | 1 | 19 | 1.2 | 1.1
CSc1nc(-c2ccco2)nn1C(=O)CCc1ccccc1 | 1 | 1455 | · | 5 | 9 | -1 | 12 | 2 | · | 0.9 | 0.9
Cn1c(=O)c2c(nc(SCC(=O)N3CCCCCC3)n2C)n(C)c1=O | 1.1 | 1564 | · | 6 | 4 | 2 | 11 | 1 | · | 1 | 0.9
